High-throughput results: PubChem, several laboratories
SRC3 inh: inhibitors of human steroid receptor coactivator 3 (SRC3). Q9Y6Q9. HEK293 GAL4-SRC3 luciferase reporter, luminescence. inhibition, % at 3.6 µM. hit rate 0.17% among 360,000;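 active = inhibition above a per-campaign cutoff, the mean of all compounds plus 3 SD, cut at about 60% in these data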;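 also: 0% = DMSO-treated cells and 100% = gossypol-treated cells at 36 µM; higher means less SRC3-driven luciferase light from the GAL4 reporter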
LRH-1 inv ag: inverse agonists of human LRH-1 (NR5A2); HEK293T StAR-luciferase reporter, LRH-1 transfected, 24 h; inhibition, % at 3.6 µM; hit rate 0.13% among 360,000; AID 602396; O00482;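 active = inhibition above the mean inhibition of all tested compounds plus 3 SD, cut at about 73% in these data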;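 also: 0% = DMSO wells and 100% = reporter-only cells lacking LRH-1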
SRC2 inh: inhibits human steroid receptor coactivator 2; AID 651957; HEK293 GAL4-SRC2 luciferase reporter, luminescence; hit rate 0.17% among 370,000; Q15596; inhibition, % at 9 µM;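 active = inhibition above the mean inhibition of all tested compounds plus 3 SD, set per campaign, cut at about 52% in these data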;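 also: 0% = DMSO treated cells and 100% = cells given Gossypol at 36 µM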
TLR9-MyD88 inh: inhibitors of human TLR9-MyD88 binding. Q9NR96+Q99836. CHO BLA complementation TLR9-MyD88, CCF4 FRET ratio. inhibition, % at 4.98 µM. hit rate 0.21% among 340,000. AID 504734;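 active = inhibition above the mean over all tested compounds plus 3 SD, cut at about 21% in these data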;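 also: 0% = DMSO only wells and 100% = clavulanate BLA inhibitor control wells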
TROY NFkB inh: blocks TROY-dependent signaling in reporter cells. hit rate 0.98% among 360,000. inhibition, % at 10 µM. Q293 LMP1-TROYcd NF-kB luciferase reporter, 4 h. AID 1347056;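 active = compounds whose plate-normalised and pattern-corrected inhibition of the luciferase reporter signal at the single screening dose is 50% or more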
TWEAK-Fn14 inh: inhibitors of TWEAK-Fn14 interaction signaling; TWEAK-stimulated Fn14 reporter cells, luciferase luminescence, 8 h; hit rate 2% among 360,000; inhibition, % at 10 µM; in the data active = inhibition above about 50%
NCOA1 inh: inhibitors of human steroid receptor coactivator 1 (SRC1); HEK293 GAL4-SRC1 luciferase reporter, luminescence; Q15788; inhibition, % at 3.6 µM; hit rate 0.12% among 360,000;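 active = inhibition above the campaign mean plus 3 SD, with each screening campaign given its own cutoff, cut at about 60% in these data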;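 also: 0% = DMSO treated cells and 100% = gossypol at 36 µM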
ABHD5-PLIN5 inh: ABHD5-PLIN5 protein interaction inhibition; inhibition, % at 4 µM; Q00G26+Q8WTS1; AID 602281; Split G. princeps luciferase complementation, luminescence, 4 h; hit rate 0.78% among 360,000;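 active = inhibition above the mean inhibition across every tested compound plus 3 SD, cut at about 22% in these data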;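 also: 0% = DMSO only wells and the 100% control is not disclosed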
Target sequence (Q00G26 whole entry, looked up): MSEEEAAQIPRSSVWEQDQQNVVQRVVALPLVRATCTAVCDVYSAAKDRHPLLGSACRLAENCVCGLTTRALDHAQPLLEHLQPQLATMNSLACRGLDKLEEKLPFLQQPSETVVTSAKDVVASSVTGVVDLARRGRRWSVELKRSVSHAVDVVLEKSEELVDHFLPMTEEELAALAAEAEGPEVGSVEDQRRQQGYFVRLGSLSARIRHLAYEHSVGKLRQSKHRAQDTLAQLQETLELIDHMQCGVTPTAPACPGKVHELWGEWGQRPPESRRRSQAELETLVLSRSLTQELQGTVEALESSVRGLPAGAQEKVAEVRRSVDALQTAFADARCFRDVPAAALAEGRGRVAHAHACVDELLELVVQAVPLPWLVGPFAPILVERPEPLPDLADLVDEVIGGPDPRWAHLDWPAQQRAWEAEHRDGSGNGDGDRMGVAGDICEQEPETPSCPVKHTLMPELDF
Target sequence (Q8WTS1 whole entry, looked up): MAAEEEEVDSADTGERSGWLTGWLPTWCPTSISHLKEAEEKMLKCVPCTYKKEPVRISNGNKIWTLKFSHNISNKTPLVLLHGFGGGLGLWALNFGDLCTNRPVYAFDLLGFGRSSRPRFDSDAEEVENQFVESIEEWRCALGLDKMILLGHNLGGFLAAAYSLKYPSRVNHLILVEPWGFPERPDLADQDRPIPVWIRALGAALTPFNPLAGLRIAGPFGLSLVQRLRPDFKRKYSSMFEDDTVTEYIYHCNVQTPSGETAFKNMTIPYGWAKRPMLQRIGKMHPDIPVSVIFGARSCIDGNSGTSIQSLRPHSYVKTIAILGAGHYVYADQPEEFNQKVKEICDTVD
NOD2-RIPK2 inh: NOD2-RIPK2 protein interaction inhibition | inhibition, % at 4.98 µM | O43353 | hit rate 0.38% among 360,000 | CHO BLA complementation NOD2-RIPK2, CCF4 ratio; in the data active = inhibition above about 21%;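 also: 0% = vehicle only and 100% = reference blocker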
COUP-TFII inh: inhibitors of human COUP-TFII (NR2F2); P24468; HEK293T NGFI-A luciferase reporter, luminescence; inhibition, % at 8.6 µM; hit rate 0.7% among 370,000; AID 686940;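 active = inhibition above a per-plate cutoff, mean inhibition of test wells between control levels plus 3 SD, cut at about 38% in these data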;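 also: cells cotransfected with COUP-TFII expression vector driving the NGFI-A reporter; 0% = median of COUP-TF2 test wells and 100% = reporter-only cells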
Granule exo inh: blocks lytic granule exocytosis | hit rate 0.66% among 360,000 | inhibition, % at 10 µM | TALL-104 LAMP-1 surface exposure, flow cytometry; cells stimulated with thapsigargin and PMA;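 active = inhibition above about 55%, limit read from the data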
Numbers without * were called inactive; nt = not tested or not shown. Some of the compounds tested; rates above refer to the full screens.

Values run as follows: SRC3 inh | LRH-1 inv ag | SRC2 inh | TLR9-MyD88 inh | TROY NFkB inh | TWEAK-Fn14 inh | NCOA1 inh | ABHD5-PLIN5 inh | NOD2-RIPK2 inh | COUP-TFII inh | Granule exo inh
CN(c1ccc(-c2csc(NC(=O)CCCc3nc4ccccc4c(=O)[nH]3)n2)cc1)S(C)(=O)=O
    -2 | -3 | -13 | -9 | 25 | 0 | 9 | -3 | -7 | -10 | -1
COc1ccccc1-c1nnc2sc(COc3ccc(Cl)cc3Cl)nn12
    1 | -10 | -4 | 9 | 21 | 6 | -15 | 3 | -5 | 7 | 15
O=C(CCCc1nc2ccccc2s1)N1CCN(S(=O)(=O)c2cccs2)CC1
    -7 | -9 | -3 | -7 | 2 | 29 | -6 | -1 | 0 | 6 | -2
O=C(c1cccc(Br)c1)c1conc1C(=O)c1ccco1
    1 | -23 | 15 | -1 | -51 | 4 | -11 | 0 | -7 | 0 | -2
COC(=O)c1ccc(CSc2nc3ccccc3s2)o1
    -67 | -57 | -17 | 7 | -41 | -16 | -75 | 10 | -5 | -30 | -1
O=C(CSc1nnnn1-c1ccccc1)Nc1nsc(-c2ccccc2)n1
    4 | 5 | -3 | -2 | -1 | 7 | 15 | 4 | 4 | -2 | 1
COc1ccc(S(=O)(=O)N(C)c2ccc(C(=O)NCCC(C)C)cc2)cc1
    -14 | 2 | 11 | -3 | -43 | -4 | 2 | -20 | -15 | 8 | 3
C/C(=N\OC(=O)c1ccc(Cl)c(Cl)c1)c1sc(C)nc1C
    17 | 13 | -1 | -9 | -2 | 0 | -11 | -1 | -3 | 3 | 7
COc1ccccc1C(=O)N/C(=C\c1ccc(Br)cc1)C(=O)N1CCCC1
    5 | 0 | -15 | nt | -2 | -19 | 5 | 1 | -2 | -6 | 5
CC(=O)c1ccc(S(=O)(=O)Nc2ccc(C(=O)N(C)CC(=O)Nc3cccc(C)c3C)cc2)cc1
    -14 | 15 | -26 | 2 | -10 | -8 | 8 | -8 | -9 | -12 | -1
CCN1C(=O)C(O)(CC(=O)c2ccc3c(c2)OCCO3)c2ccccc21 (stereo unspecified)
    8 | -1 | -32 | 3 | 3 | -10 | -2 | 1 | 6 | -17 | 0
COc1cc(CN(C)Cc2nc3cc(C(F)(F)F)ccc3c(=O)[nH]2)ccc1OC(F)F
    -16 | -7 | 18 | -8 | 7 | -13 | -13 | 0 | -6 | 8 | -1
CCOC(=O)C1=C(CN2CCN(C(=O)OCC)CC2)NC(=O)NC1c1ccc2c(c1)OCO2 (stereo unspecified)
    14 | -12 | 7 | 4 | 6 | 15 | -4 | 1 | -15 | 3 | 3
Nc1nc(NCCOCCO)nc(NCC2CCCO2)c1[N+](=O)[O-] (stereo unspecified)
    19 | 4 | -9 | -13 | -6 | 14 | 10 | -11 | -11 | 13 | 6
COc1ccc(-c2cc(C(F)(F)F)nc(N3CCOCC3)n2)cc1OC
    13 | 16 | -12 | 0 | -21 | 3 | -1 | 0 | 4 | -6 | 3

Later entries:
Values run as follows: SRC3 inh | LRH-1 inv ag | SRC2 inh | TLR9-MyD88 inh | TROY NFkB inh | TWEAK-Fn14 inh | NCOA1 inh | ABHD5-PLIN5 inh | NOD2-RIPK2 inh | COUP-TFII inh | Granule exo inh
COc1cccc(OC)c1OCCNCC1COc2ccccc2O1 (stereo unspecified)
    -5 | 17 | -1 | 2 | -8 | -3 | -2 | 4 | -12 | -30 | 1
CC(=O)NC(CC(=O)c1ccc([N+](=O)[O-])cc1)C(Cl)(Cl)Cl (stereo unspecified)
    10 | 3 | -20 | 0 | 7 | 4 | -22 | 3 | -12 | -4 | -5
CCCc1nnc(SCC(=O)N2CCCC2)n1CC1CCCO1 (stereo unspecified)
    13 | 8 | 2 | -11 | -14 | 10 | 2 | 2 | -3 | -11 | 7
COc1ccc(CCNS(=O)(=O)c2ccc3c(c2)CCN3C(=O)CCC(=O)O)cc1OC
    7 | 6 | -2 | 2 | -3 | 9 | -6 | 3 | -3 | 15 | 2
CCN(C(=O)CSc1nc2ccc(O)cc2c(=O)n1-c1ccc(OC)c(OC)c1)C1CCS(=O)(=O)C1 (stereo unspecified)
    -7 | 2 | 5 | -3 | -2 | -16 | -10 | 3 | 3 | -6 | -6
O=C(CC1Nc2ccccc2NC1=O)NCc1cccnc1 (stereo unspecified)
    22 | -11 | -7 | 0 | -11 | 13 | 6 | 5 | -6 | 1 | -2
CCOC(=O)C1=CCC(c2cccs2)N(S(=O)(=O)c2ccc(C)cc2)C1 (stereo unspecified)
    22 | 13 | -11 | nt | 15 | -7 | 17 | -6 | 7 | 14 | 4
CCN(CC)S(=O)(=O)c1ccc(C(=O)NCC(c2ccc(OC)cc2)N2CCOCC2)cc1 (stereo unspecified)
    -4 | 12 | 17 | -10 | -7 | -18 | -4 | 1 | 1 | -28 | 0
CCc1nc2ccccc2c(C(=O)OCC(=O)C(C)(C)C)c1C
    -2 | -1 | -10 | 3 | -6 | -14 | -4 | -4 | 3 | -5 | 0
COc1ccc(S(=O)(=O)N2CCOC2CNC(=O)C(=O)NCCc2ccccc2)cc1C (stereo unspecified)
    -15 | -13 | -18 | 5 | 11 | 12 | -7 | 7 | -8 | 10 | -3
CCN(CC)S(=O)(=O)c1ccc(N(C)C)c(NC(=O)CSCc2c(C)noc2C)c1
    1 | -10 | -25 | -12 | -5 | -20 | -11 | 8 | -9 | 10 | 1
CCOc1ccc(NC(=S)Nc2ccc(F)cc2)cc1
    -10 | -4 | -10 | -1 | 0 | 9 | -14 | -12 | -4 | -6 | 5
CC(/C=N/NC(=O)c1nnn(-c2nonc2N)c1CN1CCCCC1)=C\c1ccccc1
    6 | -2 | -16 | -12 | -16 | -18 | 7 | -3 | 4 | -4 | 3
Cc1cc(C(=O)NCCCN(C)C)c2ccccc2n1
    13 | -5 | 5 | -4 | 8 | -3 | 8 | -1 | -6 | 13 | -2
C=CCSc1ncnc2c1oc1nc3c(cc12)COC(C)(C)C3
    7 | -8 | -17 | -9 | -40 | -13 | -17 | 0 | 0 | 3 | -16

Three structures from above, ordered by SMILES length, ascending:
Values run as follows: SRC3 inh | LRH-1 inv ag | SRC2 inh | TLR9-MyD88 inh | TROY NFkB inh | TWEAK-Fn14 inh | NCOA1 inh | ABHD5-PLIN5 inh | NOD2-RIPK2 inh | COUP-TFII inh | Granule exo inh
CCOc1ccc(NC(=S)Nc2ccc(F)cc2)cc1
    -10 | -4 | -10 | -1 | 0 | 9 | -14 | -12 | -4 | -6 | 5
CCc1nc2ccccc2c(C(=O)OCC(=O)C(C)(C)C)c1C
    -2 | -1 | -10 | 3 | -6 | -14 | -4 | -4 | 3 | -5 | 0
CCN(CC)S(=O)(=O)c1ccc(C(=O)NCC(c2ccc(OC)cc2)N2CCOCC2)cc1 (stereo unspecified)
    -4 | 12 | 17 | -10 | -7 | -18 | -4 | 1 | 1 | -28 | 0

The list goes on.
Values run as follows: SRC3 inh | LRH-1 inv ag | SRC2 inh | TLR9-MyD88 inh | TROY NFkB inh | TWEAK-Fn14 inh | NCOA1 inh | ABHD5-PLIN5 inh | NOD2-RIPK2 inh | COUP-TFII inh | Granule exo inh
COc1ccc(CCNC(=O)NCCc2c[nH]c3ccccc23)cc1OC
    1 | 23 | -22 | 13 | -6 | 6 | 2 | 1 | -4 | 22 | 2
CCOC(=O)c1sc(=NC(=O)c2ccc(C)c(C)c2)n(C)c1C
    -54 | -35 | -28 | -4 | 18 | -9 | -32 | 2 | 2 | -7 | 1
Cc1c(/C(O)=C2/C(=O)C(=O)N(CCN(C)C)C2c2ccc(C(C)C)cc2)cnn1-c1ccccc1 (stereo unspecified)
    10 | 6 | -12 | 6 | -6 | 12 | -6 | -1 | -7 | -7 | 10
Cc1oc(-c2ccccc2F)nc1CS(=O)CC(=O)NC1CC1 (stereo unspecified)
    11 | -1 | -20 | 4 | -14 | -2 | -22 | -6 | -2 | 1 | 1
O=C(CCCSc1ccccc1)Nc1ccc(Cl)c(S(=O)(=O)N2CCOCC2)c1
    4 | 3 | 14 | -9 | 38 | 35 | 6 | -2 | -2 | 40* | 8
CC(C)C(=O)N1c2ccccc2NC2=C(C(=O)CCC2)C1c1ccc(N(C)C)cc1 (stereo unspecified)
    -16 | 3 | -46 | 3 | 34 | -4 | -12 | -5 | -14 | 1 | -4
NC(=O)Cn1cc(C(=O)C(=O)N2CCOCC2)c2ccccc21
    4 | 0 | -5 | -6 | -8 | -10 | 2 | -2 | -1 | 8 | 0
Cc1ccccc1NS(=O)(=O)c1ccc(C(=O)NCCCN2CCCC2=O)cc1
    23 | -3 | 4 | 2 | 7 | 5 | -14 | 2 | 0 | 6 | -1
Cc1cc(CSc2ccccc2)ccc1NC(=O)c1ccc(Cl)c([N+](=O)[O-])c1
    -13 | 0 | -20 | -16 | -6 | -25 | -8 | -4 | -6 | -7 | 0
COc1ccc(CNC(=O)Cn2c(=O)n(CC(=O)N3CCCCC3)c(=O)c3sccc32)cc1
    -7 | 10 | -15 | 12 | 3 | 3 | -4 | 4 | -10 | 14 | -14
COc1ccc(C(O)(CCC(C)C)C(CN2CCOCC2)c2ccc(Cl)cc2)cc1 (stereo unspecified)
    7 | 4 | 24 | -5 | 27 | 6 | -2 | -9 | -6 | 14 | 4
O=C(O)CNC(=S)NCc1ccccc1
    20 | -7 | 7 | -10 | 20 | 0 | 3 | 2 | 0 | 16 | 2
C=C(C)c1cccc(C(C)(C)NC(=O)Nc2nncs2)c1
    14 | -4 | -8 | 13 | 21 | 0 | -8 | -4 | -2 | -22 | -3
OCCNCc1ccc(-c2ccccc2)cc1
    10 | -1 | -17 | -8 | -7 | -8 | 5 | 4 | 2 | 0 | -1
CCOc1ccccc1-c1cnc(NC)cn1
    7 | 8 | -4 | nt | 2 | 20 | 12 | 1 | -1 | -10 | -11

Shown as a hit in COUP-TFII inh (from the list above):
SMILES	SRC3 inh	LRH-1 inv ag	SRC2 inh	TLR9-MyD88 inh	TWEAK-Fn14 inh	NCOA1 inh	ABHD5-PLIN5 inh	NOD2-RIPK2 inh	COUP-TFII inh	Granule exo inh
O=C(CCCSc1ccccc1)Nc1ccc(Cl)c(S(=O)(=O)N2CCOCC2)c1	4	3	14	-9	35	6	-2	-2	40*	8

Filtered by structure: those above containing a nitro group on carbon
Values run as follows: SRC3 inh | LRH-1 inv ag | SRC2 inh | TLR9-MyD88 inh | TROY NFkB inh | TWEAK-Fn14 inh | NCOA1 inh | ABHD5-PLIN5 inh | NOD2-RIPK2 inh | COUP-TFII inh | Granule exo inh
Nc1nc(NCCOCCO)nc(NCC2CCCO2)c1[N+](=O)[O-] (stereo unspecified)
    19 | 4 | -9 | -13 | -6 | 14 | 10 | -11 | -11 | 13 | 6
CC(=O)NC(CC(=O)c1ccc([N+](=O)[O-])cc1)C(Cl)(Cl)Cl (stereo unspecified)
    10 | 3 | -20 | 0 | 7 | 4 | -22 | 3 | -12 | -4 | -5
Cc1cc(CSc2ccccc2)ccc1NC(=O)c1ccc(Cl)c([N+](=O)[O-])c1
    -13 | 0 | -20 | -16 | -6 | -25 | -8 | -4 | -6 | -7 | 0
